Pf apPOL block: Pf-apPOL DNA polymerase inhibition; Recombinant Pf-apPOL, molecular beacon fluorescence, 1.5 h; inhibition, % at 10 µM; 210,000 tested, 0.25% active; AID 1794808
mHTT-CaM PPI inh: inhibitors of human mutant huntingtin-calmodulin interaction. AlphaScreen His-mHTT/GST-CaM binding, luminescence. AID 1671202. inhibition, % at 15 µM. P42858. 190,000 tested, 3.6% active;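 note: 0% = both proteins with DMSO and 100% = one protein alone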
Numbers without * were called inactive; . = not tested or not shown; & = joins results of further samples. Cut-off read from the data, not from the text of the source: active = inhibition above about 50%; inactive = the rest.

canonical_smiles | Pf apPOL block | mHTT-CaM PPI inh
O=C1CC(c2ccccc2)CN1C(=O)c1cccc(Br)c1 (stereo not given) | -7 | 0
O=C(c1ccccc1)c1ccc(OCCCN2CCCC2)cc1 | -9 | 5
CCCN(CCC)S(=O)(=O)c1ccc(C(=O)NNC(=S)NC2CC3CCC2C3)cc1 (stereo not given) | -88 | .
COCCNC(=O)c1cn2cc(-c3ccc(C(F)(F)F)cc3)ccc2n1 | -2 | 27
Cc1ccc(-n2nc(C)c3cc(C(=O)O)sc32)cc1 | -1 | -5
CCN(C(=O)COc1ccc(Cl)cc1)C1CCCCC1 | -1 | 3
CC1CCN(C(=O)C2CC(=O)N(CCc3c[nH]c4ccc(F)cc34)C2)CC1 (stereo not given) | 0 | 19
S=C(CC12CC3CC(CC(C3)C1)C2)NCc1ccccc1 | -10 | -19
CCCC(=O)Nc1ccccc1NC(=O)COc1ccc(C)cc1Br | -1 | -1
CC(C)Oc1ccc(C(O)=C2C(=O)C(=O)N(CCCN3CCOCC3)C2c2ccncc2)cc1 (stereo not given) | -6 | -1
COc1cccc2cc(NC(=O)c3ccc([N+](=O)[O-])cc3)c(=O)oc12 | 0 | 2
O=C(O)CC(C(=O)O)c1cn(Cc2ccccc2)c2ccccc12 (stereo not given) | -6 | 4
O=C(NC1CC1)c1ccc(OCC2CCCN(C(=O)c3ccc(Cl)cc3)C2)cc1 (stereo not given) | 3 | 0
CCCCNC(=O)CC1CCN(C(=O)c2ccccc2)CC1 | -1 | -17
COc1ccc2[nH]cc(CCN3CC(C(=O)NC4CCCC4)CC3=O)c2c1 (stereo not given) | -3 | 6
Cc1cccc(C(=O)Nc2ccc(N3CCN(c4ccccc4)C3=O)nc2)c1 | -8 | -4
CC(C)(C)c1ccc(OC(=O)c2ccc([N+](=O)[O-])s2)cc1 | -4 | .
O=C(Cc1ccc(F)cc1)Nc1cccnc1 | -8 | -10
Cc1cccn2c(=O)c3cc(C(=O)NC4CCCC4)c(=N)n(CCCN4CCOCC4)c3nc12 | 8 | 10
CCc1nc2c(c(=O)n1CC(N)=O)CN(Cc1ccccc1)CC2 | -1 | -12

Look-ups from the entries so far.
Pf apPOL block, `CC(C)(C)c1ccc(OC(=O)c2ccc([N+](=O)[O-])s2)cc1` is entered as -4
Pf apPOL block, `O=C(Cc1ccc(F)cc1)Nc1cccnc1` is entered as -8
mHTT-CaM PPI inh, `CCN(C(=O)COc1ccc(Cl)cc1)C1CCCCC1` is entered as 3

(list continues)
canonical_smiles | Pf apPOL block | mHTT-CaM PPI inh
CCNC(=O)c1cc2nc(N(C)C)n(-c3ccc(OC)cc3)c2s1 | 4 | 4
Cc1cc(C)cc(N=C2NC(=O)/C(=C/c3ccco3)S2)c1 | 2 | 79*
Cc1ccc(Cl)cc1NCc1nnc2n1CCCCC2 | 3 | 25
Cc1ccc(CNC(=O)N2CCc3c(nc4cc[nH]n4c3=O)C2)cc1 | 2 | -4
CCC(=O)Nc1cccc(-c2noc(C3CCCN(C(=O)c4ccccc4C)C3)n2)c1 (stereo not given) | -4 | 5
COc1ccc(NC(=O)CSc2ccc(Nc3ccc(OC)cc3)nn2)cc1 | 0&-2 | -1&0
CC1CCc2cc(F)ccc2N1C(=O)c1cnc2sccn2c1=O (stereo not given) | -2 | 2
O=C(Nc1ccc2c(c1)OCCO2)c1ccc(=O)[nH]n1 | 1 | -3
CC(=O)Nc1ccc(S(=O)(=O)NCCSCc2ccc(Cl)c(Cl)c2)cc1 | -10 | 90*
O=C(CSc1ncnc2c1oc1ccccc12)NCc1ccco1 | 2 | 6
O=S(=O)(NCCCO)c1ccc2c(c1)C(=NO)c1cc(S(=O)(=O)NCCCO)ccc1-2 | 26 | 5
COc1ccc2c(c1)c(=O)oc1cc3occ(-c4ccc(Cl)cc4)c3cc12 | 1 | 5
CCn1c(/C=C/c2ccc([N+](=O)[O-])cc2)nc2ccccc2c1=O | -2 | -5
N=C1S/C(=C\c2ccc(-c3ccccc3[N+](=O)[O-])o2)C(=O)N1c1nonc1N | -2 | 25
Cc1cc(Cc2ccc(NC(=O)c3cccs3)c(C)c2)ccc1NC(=O)c1cccs1 | 4 | -3
COCCCNC(=O)C1CCCN(c2nccnc2Oc2ccc(C)cc2)C1 (stereo not given) | -7 | -4
CN(C)S(=O)(=O)c1ccc(C(=O)Nc2c3c(nn2-c2cccc(Cl)c2)CS(=O)C3)cc1 (stereo not given) | -24 | 3
Cc1cccc(N2CCN(c3ccc(SCC(=O)Nc4cccc(F)c4)nn3)CC2)c1 | -10 | 30
CN1c2ccc(F)cc2C(=O)NC12CCN(C(=O)c1ccccc1)CC2 | -4 | 4
O=C(Nc1ccccc1)Nc1ccc(F)cc1 | -4 | -5
OC[C@H]1OC(n2cnc3c(N[C@H]4CCC[C@@H]4O)ncnc32)[C@H](O)[C@@H]1O (stereo not given in full) | 4 | .
CS(=O)c1ccc(Oc2cccc(F)c2C#N)cc1 (stereo not given) | -3 | .
O=C(C1CC1)N1CCN(c2[nH]ncc2-c2ccncc2)CC1 | -3 | -4
CC(C)CCNC(=O)N1CCC(N2CCN(Cc3ccc(F)cc3)C2=O)CC1 | 2 | 7
COc1ccc(NC(=O)CN2C(=O)C(c3ccccc3)=NC23CCCCCC3)cc1Cl | -9 | 11
COC(=O)[C@H](C(C)C)N1CCc2nnn(CC3CCCCC3)c2-c2cc(F)ccc2S1(=O)=O | -6 | 23
C=CCN(CC=C)CC(O)CN1c2ccccc2Sc2ccccc21 (stereo not given) | -7 | 23
O=[N+]([O-])c1ccc(OCCOc2ccc(S(=O)(=O)N3CCOCC3)cc2)cc1 | -10 | -1
CCOc1ccc(CN2CCc3nc(N4CCOCC4)ncc3C2)cc1OCC | 5 | 9
CCN1c2ccc(C)cc2C(=O)NC12CCN(C(=O)c1ccccc1Cl)CC2 | -4 | 9
COc1ccc(C2=N/C(=C\c3ccccc3OC)C(=O)O2)cc1Br | -2 | 5
COc1cc(OC)c2c(=O)c(-c3ccc(OC4OC(CO)C(O)C(O)C4O)cc3)coc2c1 (stereo not given) | -8 | 3
O=S1(=O)CC2N=C(N3CCN(C4=NC5CS(=O)(=O)CC5S4)CC3)SC2C1 (stereo not given) | -11 | -5
COc1ccc(-n2nc(C(=O)NCC(=O)NCc3ccco3)c3ccccc3c2=O)c(OC)c1 | -2 | 8
CCCCC(CC)CNC(=O)Cn1c(=O)[nH]c2ccsc2c1=O (stereo not given) | -2 | 0
COC(=O)c1ccc(COCOCc2ccc(C(=O)OC)o2)o1 | 6&5 | .
O=C(CSc1nnc(-c2ccc(Cl)cc2Cl)o1)Nc1ccc(Br)cc1 | 0 | -3
Cc1ccccc1CSc1nc2c(c(=O)n1-c1ccc(F)cc1)SCC2 | 1 | 12
COc1cc(C2OCC3C(C)C=C(C)C2C3C)ccc1OCc1ccc(C(=O)O)cc1 (stereo not given) | -4 | 19
Cc1cc(C)c(S(=O)(=O)N2CCN(S(=O)(=O)c3ccccc3)C2c2ccccc2)c(C)c1 (stereo not given) | -2 | -4
Cc1cccc(C)c1N1CCC(C(=O)NCC2CCCO2)C1=O (stereo not given) | -2 | -2
CS(=O)(=O)c1ccc(C(=O)Nc2cccc([N+](=O)[O-])c2)cc1 | 4 | -17
CC(C)N1Cc2cc(C(=O)NCc3ccc(F)c(Cl)c3)sc2C1 | 0 | -2
O=S(=O)(c1cccn2cnnc12)N(Cc1ccc(F)cc1)c1ccc(F)c(F)c1 | -3 | 26
CSc1nnc2c(n1)OC(c1ccc([N+](=O)[O-])cc1)N(C(C)=O)c1ccccc1-2 (stereo not given) | 5 | 8
N#CC1=C(N)OC2=C(CC/C2=C\c2ccc(F)cc2)C1c1ccc(F)cc1 (stereo not given) | 1 | 77*
COc1ccc(Cl)cc1C(=O)Nc1cc(-n2c(C)nc3ccccc3c2=O)ccc1F | -5 | -13
CC(c1ccccc1)N1C(=O)c2ccccc2C1C(=O)NC1CCCC1 (stereo not given) | -4 | -9
CCC(=O)Nc1sc(C)c(C)c1C(N)=O | -5 | 2
COc1ccc(C(=O)C=Cc2cc(Cl)cc3c2OCOC3)c(OCc2ccccc2)c1 | 3 | 18
CCCOc1ccc(CSc2nnc(CC)n2N)cc1 | -4 | -1
CCC(C)Sc1oc(-c2ccco2)nc1S(=O)(=O)c1ccc(Cl)cc1 (stereo not given) | -1 | 2
Cc1ccc(S(=O)(=O)N2CCC(n3cnc4ccccc4c3=O)CC2)cc1Cl | 1 | -8
CC(C)N(c1snnc1N)C(C)C | . | -3
COc1ccc(CN2CCc3nc(N4CCC(C)CC4)ncc3C2)cc1 | -2 | 4
Cc1ccc(-n2ccnc(NC(=O)c3ccccc3)c2=O)cc1C | 1 | 6
COc1cc(OC)cc(C(=O)NNC(=O)C23CC4CC(CC(C4)C2)C3)c1 | -3 | 5
CN(C)c1ccc(NC(=O)C2CC(=O)N(c3ccc(F)cc3)C2)cc1 (stereo not given) | 3 | -12
C=CCCC(=O)Nc1ccc2c(c1)C(=O)NCC2 | -6 | -8
c1ccc(-c2cc3c(ncn4nnnc34)s2)cc1 | -2&4 | -6&-2

Reprinted at random: 4 entries already listed.
canonical_smiles | Pf apPOL block | mHTT-CaM PPI inh
Cc1ccc(S(=O)(=O)N2CCC(n3cnc4ccccc4c3=O)CC2)cc1Cl | 1 | -8
CSc1nnc2c(n1)OC(c1ccc([N+](=O)[O-])cc1)N(C(C)=O)c1ccccc1-2 (stereo not given) | 5 | 8
CCC(=O)Nc1sc(C)c(C)c1C(N)=O | -5 | 2
CCCOc1ccc(CSc2nnc(CC)n2N)cc1 | -4 | -1

(more compounds)
canonical_smiles | Pf apPOL block | mHTT-CaM PPI inh
CN(CC12CCCC1N(C)C(=O)CC2)C(=O)c1ccc2ccccc2n1 (stereo not given) | 1 | 0
COc1ccc(CCNC(=O)CSc2nc3ccc(NC(C)=O)cc3s2)cc1OC | -5 | 6
COc1ccc(N(CN2C(=O)c3cccc([N+](=O)[O-])c3C2=O)C(C)=O)cc1 | -3 | -3
O=C1CSC(c2cccc([N+](=O)[O-])c2)N1c1ccccc1F (stereo not given) | 1 | 0
O=C(CCCc1ccccc1)NCc1cccnc1 | 2 | -4
CCn1c(=O)c2c(ncn2CC)n(-c2cccc3ccccc23)c1=O | -3 | 9
O=C1NC(=O)/C(=C/c2cc(Br)c(OCc3ccc(F)cc3)c(Br)c2)N1 | 0 | 36
Cc1cccc(-c2nc(C3CCN(S(=O)(=O)c4ccccc4)CC3)no2)c1 | -4 | -5
O=C(CN1CCC2(CC1)N=C(c1ccccc1)C(=O)N2)Nc1cccc(C(F)(F)F)c1 | -6 | 96*
COc1ccc(CC(=O)NC2CC2)cc1OC | 0 | -3
O=C(CN(Cc1ccccc1)S(=O)(=O)c1cc(Cl)ccc1Cl)NCc1ccccn1 | -8 | 20
Cc1cccc2nnc(N3CCN(C(=O)CC4CCCCC4)CC3)n12 | 3 | -5
CCN(CC)C(=O)CSc1nc(O)c(C)c(=O)n1-c1ccccc1 | 0 | 2
O=c1cc(CSc2nc3ccsc3c(=O)n2Cc2ccccc2)c2ccc(O)cc2o1 | -3 | 23
O=C(CN1CCN(C(=O)Nc2ccc(F)cc2)CC1=O)NCc1cccc(Cl)c1 | -2 | 2
O=C(CCCN1C(=O)C(=Cc2ccco2)SC1=S)NC12CC3CC(CC(C3)C1)C2 | -3 | 15
O=C(COc1cccc(C(F)(F)F)c1)NCCCn1nc(-c2ccncc2)ccc1=O | -10 | -9
CCC(=O)N1CCC(O)(c2ccccc2)C(N2CCCC2)C1 (stereo not given) | -5 | 21
CCOc1ccc(CCNC(=O)C2=C(C)C(=O)OC23CCCCC3)cc1 | -3 | -7
O=C(C1CCN(c2nnc(-c3ccccc3)o2)CC1)N1CCC2(CC1)OCCO2 | -1 | 2
Cn1c2c(c3cc([N+](=O)[O-])ccc31)CCCC2=O | 2 | -1
Cc1nc(N2CCN(C)CC2)c2c(C)c(C(=O)O)sc2n1 | -1 | 2
CNC(=O)N1CCCC(c2cccc(C(=O)NCc3ccccc3)c2)C1 (stereo not given) | -2 | -3
COCCNC(=O)CSc1nc2ccccc2c2nc(-c3ccc([N+](=O)[O-])cc3)nn12 | 0 | 2
CCC(=O)N1CCc2cc(Br)cc(S(=O)(=O)NC3CCCCC3)c21 | -2 | 4
Nc1ccnn1-c1ccccc1 | -1 | 7
O=C(C1CCCN(Cc2nc(-c3cccnc3)no2)C1)N1CCc2ccccc21 (stereo not given) | -9 | 0
CCc1c(C2CCN(C(=O)NCc3ccco3)CC2)noc1N | -1 | 11
CCOc1ccc(N=C2SC(C(=O)Nc3ccc(C)c(Cl)c3)CC(=O)N2C)cc1 (stereo not given) | -3 | 11
CCN(CC)C(=O)COc1ccc(-c2ccccc2)cc1 | 0 | 0
Cc1ccc(OCC(O)CNC(C)(C)CC(C)(C)C)cc1 (stereo not given) | -4 | -4
FC(F)(F)c1nnc(Nc2ccc(Cl)cc2)s1 | -16 | .
CCOc1ccc2c(c1)sc(=NC(=O)c1ccc(OC)cc1OC)n2C | -8 | -10
Cc1c(C(=O)Nc2ccc(Br)cc2)cccc1[N+](=O)[O-] | 11 | 2
O=S(=O)(c1ccc(Cl)cc1)N1CCC2(CC1)NCCN=C2NC1CCCC1 | -1 | -7
CCNc1cc(N2CCC(CCC(=O)NCc3ccccc3C)CC2)ncn1 | -1 | 5
COc1ccc(C(=O)N2CCCC(c3cccc(C(=O)NCc4cccc(F)c4)c3)C2)cc1 (stereo not given) | -2 | 2
CC(C)n1cc(C(=O)NCc2ccccc2Cl)c2n[nH]c(=O)c-2c1 | -5 | 43
O=C(Cn1cnc(-c2cccs2)cc1=O)Nc1cccc2nsnc12 | -3 | -12
COc1ccc(CC(=O)Nc2cccc(I)c2)cc1 | 0 | -16
CC(C)C(=O)NCCc1nc2ccccc2n1C(C)c1ccccc1 (stereo not given) | -4 | 3
CN1CCc2cc(C(CNC(=O)Cc3cccc4ccccc34)N3CCOCC3)ccc21 (stereo not given) | -38 | 61*

Entries of single compounds from above. Values in the order: Pf apPOL block	mHTT-CaM PPI inh
`FC(F)(F)c1nnc(Nc2ccc(Cl)cc2)s1` in the list: -16	.
`O=C(Cn1cnc(-c2cccs2)cc1=O)Nc1cccc2nsnc12` in the list: -3	-12
`CCOc1ccc2c(c1)sc(=NC(=O)c1ccc(OC)cc1OC)n2C` in the list: -8	-10
